tim10-1 inh: growth inhibitors of tim10-1 mutant yeast; S. cerevisiae tim10-1 ts strain growth, BacTiter-Glo, 24 h; inhibition, % at 20 µM; 2.2% of 330,000 active;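 active means inhibition of at least 40%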;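 further: mutant grown at 25 °C; 0% = DMSO wells with yeast and 100% = wells holding no yeast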
tim23-1 inh: inhibits growth of tim23-1 mutant yeast; S. cerevisiae tim23-1 growth, BacTiter-Glo luminescence, 24 h; inhibition, % at 20 µM; 1.3% of 330,000 active;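 active means growth inhibition of the mutant yeast at or above 50%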;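 further: temperature-sensitive mutant grown at 25 °C; plate controls were DMSO-treated mutant yeast for no effect and medium wells lacking yeast for full effect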
CHOP UPR activ: activators of apoptotic arm of unfolded protein response (CHOP). CHO-CHOP luciferase reporter, UPR activation, luminescence; percent of tunicamycin response over DMSO baseline. activation, % at 10 µM. 0.34% of 330,000 active;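 active means at 10 µM dose, activation of 40% or more, normalized to positive control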;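 further: 100% = tunicamycin at 10 µg/mL and 0% = DMSO alone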
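Test system: CHO-CHOP cells, stable luciferase reporter of PERK-eIF2a-CHOP signalling | Quantity: 500 CHO-CHOP cells per well | Buffer or medium: F12 plus 10% serum | Compound dosing: 10 µM single point, 0.5% DMSO | Schedule: 6 h compound treatment, 37 °C | Signal: Luciferase luminescence | Control set: Tunicamycin high control, DMSO low control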
697 NFkB inh: lowers PMA/ionomycin-induced NF-kB signal in 697 B cells. 697 B-cell NF-kB luciferase reporter, 16 h. inhibition, % at 4 µM. 0.33% of 330,000 active; in the data active means inhibition above about 35%
XBP1 UPR activ: activators of adaptive arm of unfolded protein response (XBP1); CHO-XBP1 luciferase reporter, IRE1-XBP1 UPR activation, luminescence; percent of tunicamycin response, DMSO as zero; activation, % at 20 µM; 0.33% of 330,000 active;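 active means versus positive control, 20 µM dose yields 30% or more activation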;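 further: 100% = tunicamycin at 10 µg/mL and 0% = DMSO only wells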
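Material: CHO cell line with stable XBP1 luciferase reporter; schedule: 16-18 h cell attachment at 37 °C, then 6 h compound exposure; signal: glow luminescence from Steady-Glo reagent; medium: serum-containing F12 medium, 10% FBS; benchmarks: tunicamycin 10 µg/mL and vehicle-only wells; read-out: percent activation relative to tunicamycin reference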
TIM10 inh: inhibits growth of TIM10 yeast strain; inhibition, % at 10 µM; S. cerevisiae TIM10 strain growth, BacTiter-Glo luminescence, 24 h; 1.4% of 330,000 active;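 active means inhibition of 40% or more at the single tested concentration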;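 further: wild-type TIM10 isogenic control strain grown at permissive 25 °C; 0% = DMSO yeast wells and 100% = minimal medium wells without yeast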
Mdm2-MdmX inh: disrupts the human Mdm2-MdmX interaction; AID 485346; SaOS-2 split-luciferase Mdm2/MdmX complementation, luminescence; 3% of 330,000 active; inhibition, % at 8 µM;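 active means inhibition of at least 50% at 8 µM in the primary screen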
Target sequence (O15151 whole entry, looked up): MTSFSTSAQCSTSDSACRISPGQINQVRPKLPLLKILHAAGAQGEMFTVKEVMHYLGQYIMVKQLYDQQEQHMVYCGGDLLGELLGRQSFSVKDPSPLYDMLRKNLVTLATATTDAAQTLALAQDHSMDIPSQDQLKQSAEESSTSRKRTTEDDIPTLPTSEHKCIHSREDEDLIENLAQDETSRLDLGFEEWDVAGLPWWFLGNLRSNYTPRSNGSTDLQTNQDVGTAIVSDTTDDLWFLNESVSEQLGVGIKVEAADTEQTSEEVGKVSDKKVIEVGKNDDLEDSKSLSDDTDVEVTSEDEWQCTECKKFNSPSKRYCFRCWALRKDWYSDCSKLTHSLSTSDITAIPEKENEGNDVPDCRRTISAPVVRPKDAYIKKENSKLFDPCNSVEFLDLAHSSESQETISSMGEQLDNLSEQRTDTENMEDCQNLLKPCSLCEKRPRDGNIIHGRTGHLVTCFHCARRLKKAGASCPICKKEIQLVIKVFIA
Target sequence (Q00987 whole entry, looked up): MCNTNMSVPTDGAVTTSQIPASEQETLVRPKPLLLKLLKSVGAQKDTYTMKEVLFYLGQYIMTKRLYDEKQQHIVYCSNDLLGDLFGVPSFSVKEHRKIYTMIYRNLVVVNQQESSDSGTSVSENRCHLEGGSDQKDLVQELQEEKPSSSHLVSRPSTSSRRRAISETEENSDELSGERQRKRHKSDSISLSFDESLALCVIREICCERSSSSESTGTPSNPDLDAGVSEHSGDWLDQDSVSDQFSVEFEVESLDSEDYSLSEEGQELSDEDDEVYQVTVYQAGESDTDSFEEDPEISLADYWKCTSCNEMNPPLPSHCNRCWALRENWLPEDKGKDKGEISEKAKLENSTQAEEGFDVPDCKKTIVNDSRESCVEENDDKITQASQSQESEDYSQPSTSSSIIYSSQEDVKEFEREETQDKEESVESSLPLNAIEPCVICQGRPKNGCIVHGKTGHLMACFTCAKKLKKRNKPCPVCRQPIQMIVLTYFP
Jurkat NFkB inh: inhibitors of the PMA/ionomycin-induced NF-kB reporter in Jurkat cells; inhibition, % at 4 µM; AID 435003; 0.53% of 330,000 active; PMA/ionomycin-induced NF-kB luciferase reporter, luminescence; in the data active means inhibition above about 50%
* marks the source's active call; other numbers are inactive results.

SMILES	tim10-1 inh	tim23-1 inh	CHOP UPR activ	697 NFkB inh	XBP1 UPR activ	TIM10 inh	Mdm2-MdmX inh	Jurkat NFkB inh
COc1cccc(NC(=O)c2ccccc2F)c1	-18.9	23.7	3.0	-111.0	3.4	2.3	-67.9	-102.6
CC1(C2CC2)NC(=O)N(CC(=O)Nc2ccc(C(F)(F)F)cc2)C1=O (centres undefined)	-11.6	0.1	-0.5	6.2	-2.2	-10.9	18.9	-3.8
O=C(CSc1nc(N2CCCCC2)nc(N2CCCCC2)n1)Nc1nccs1	7.4	-13.9	-2.3	-7.3	-0.5	-19.7	10.4	-3.8
COc1cc(OC)cc(C(=O)Nc2ncn[nH]2)c1	-15.4	15.5	1.2	7.6	-1.0	-0.8	-30.9	13.4
CCOC(=O)Cn1nc(Cc2ccccc2)c2ccccc2c1=O	14.1	17.7	0.1	-1.8	-2.5	-2.3	-18.8	-1.7
Cc1cc(C)cc(Oc2ccc(N)cc2)c1	19.1	30.5	2.9	-9.9	4.3	8.4	24.9	12.2
CCc1cc(=O)oc2cc(C)cc(OC(C)C(=O)NC3CCN(Cc4ccccc4)CC3)c12 (centres undefined)	13.4	7.8	1.0	9.7	-6.0	0.3	18.8	27.7
CCOC(=O)c1c(NC(=O)CN2C(=O)NC3(CCC(C)CC3)C2=O)sc(C)c1CC (centres undefined)	6.3	15.4	0.2	4.8	3.6	14.7	20.3	17.3
CCN(CC(=O)Nc1c(F)cccc1F)C(=O)Cc1csc(-c2ccc(OC)c(OC)c2)n1	-11.4	-20.3	-1.3	4.7	-4.3	2.5	18.8	-7.5
CC(=O)Nc1ccc(NC2=C/C(=N/S(=O)(=O)c3cccs3)c3ccccc3C2=O)cc1	19.3	40.0	2.3	-17.0	-4.1	17.0	22.2	18.1
C=CCNC(=S)NC(=O)c1ccc(C)c(Br)c1	-2.5	23.4	2.2	-12.4	-1.5	1.9	-13.1	-9.8
CN(Cc1ccncn1)C(=O)CC1C(=O)NCCN1Cc1cccc(Oc2ccccc2)c1 (centres undefined)	7.4	10.2	0.3	6.9	0.2	2.1	-19.8	-3.8
O=C1OCC(c2ccc(Cl)s2)=C1c1ccccc1[N+](=O)[O-]	-0.9	31.5	-0.3	-6.1	-11.4	-6.1	14.2	-4.8
O=C(c1ccc(Cl)cc1)c1cc([N+](=O)[O-])ccc1N1CCOCC1	12.0	29.6	-1.6	8.3	9.3	-1.5	64.6*	69.9*
CNCC(O)CN1CCN(c2ccccc2OC)CC1 (centres undefined)	4.5	12.4	-0.1	7.4	0.3	-14.5	18.1	12.3
CC(C)NS(=O)(=O)c1ccc(CCC(=O)O)cc1	12.8	6.4	0.9	-8.0	-1.6	8.8	-10.6	-17.9
COc1ccc(CC(=O)N2CCN(C(=O)c3ccco3)CC2)cc1	-2.9	5.8	-2.1	3.7	-1.1	-3.0	10.6	-19.4
CCOC(=O)N1CCN(CC(=O)n2c(C)c(C)c3ccccc32)CC1	34.4	30.5	-0.2	-12.6	1.6	11.9	22.3	-0.2
O=C(CCc1nnc2ccc(NCc3ccco3)nn12)N1CCN(c2ccccc2F)CC1	-3.7	1.6	1.6	-5.1	-3.2	-8.3	18.6	-7.3
COC(=O)c1ccccc1S(=O)(=O)N1CCC(C(=O)OCC(=O)NCC(F)(F)F)CC1	13.2	17.3	0.3	11.2	1.0	-13.9	31.5	13.1
COc1cc(/C=N/N=C(\N)c2nonc2N)cc(OC)c1O	-4.4	-1.9	4.0	11.2	1.6	-23.2	28.0	-4.6
O=C(Cc1ccc(F)cc1)Nc1c(C(=O)N2CCN(c3ncccn3)CC2)oc2ccccc12	17.8	37.6	0.4	1.1	-2.2	25.0	-4.7	17.3
CCOc1c(Br)cc(CNc2ncn[nH]2)cc1OC	-19.3	0.1	-2.8	11.4	-2.7	1.7	17.3	9.0
Cn1c(N)c(C(=O)CSc2nn(-c3ccccc3)c(=S)s2)c(=O)n(C)c1=O	5.4	12.1	-1.7	-28.7	-3.5	-7.6	48.5	4.7
CCOc1ccc(C2=Nn3c(nnc3-c3cccnc3)SC2)cc1	10.7	-21.2	-1.8	5.1	4.3	-0.1	13.3	1.2
CC(Oc1cc2oc(=O)c3c(c2cc1Cl)CCC3)C(=O)NCC1CCC(C(=O)O)CC1 (centres undefined)	23.0	14.3	-0.4	1.8	-4.8	-8.7	9.6	-5.8
CC(C)CNC(=O)COc1cccc(C(=O)NCc2ccccc2)c1	-2.4	29.1	-0.6	0.0	1.4	-0.6	1.0	-9.6
O=C(CSc1nnc(-c2cc3ccccc3cc2O)n1Cc1ccco1)c1ccc(F)cc1	21.4	39.5	1.3	1.6	1.1	0.7	7.9	15.5
O=S(=O)(NCc1ccccc1Br)c1cccs1	27.7	20.8	1.9	-2.7	0.1	18.8	19.9	-0.4
O=C(Cc1ccc(F)cc1)Nc1ccc(S(=O)(=O)N2CCCC2)cc1	29.3	13.1	-0.2	-29.5	-1.7	18.0	-19.4	-17.9
O=C(c1cc(F)ccc1F)C1CCCN(C(=O)CSc2ccccn2)C1 (centres undefined)	19.5	5.0	0.9	-1.9	-0.3	-4.4	2.7	-11.9
CSc1ccccc1NC(=O)CN(C)CC(=O)Nc1cc(C)ccc1C	12.7	-5.9	-0.7	3.6	-1.7	8.3	-15.1	-5.8
Cc1cc2c(C)nc(Cc3ccccc3)nc2o1	0.3	-3.7	-0.5	18.4	2.1	-15.8	-16.8	-8.5
C=CCNC(=S)NNC(=O)c1csc(C)c1CC	6.7	16.5	-1.3	-27.8	-0.6	7.9	-1.2	-15.8
COC(=O)c1ccc(CSc2n[nH]c(=S)s2)o1	1.9	6.5	-0.1	-10.4	-0.7	9.5	-3.1	1.3
CCOc1ccc(Br)cc1S(=O)(=O)Nc1cccc(S(=O)(=O)N(C)c2ccccc2)c1	11.1	22.5	-1.9	9.6	-4.8	12.8	30.7	5.4
Cc1cccc(NC(=O)NNS(=O)(=O)c2ccc(F)cc2)c1	-6.6	4.1	-1.8	10.2	-0.4	9.5	4.0	-6.0
C#CCSc1[nH]c(=O)cc(C)c1C#N	17.1	1.2	3.4	3.9	-4.0	22.5	-0.5	3.8
COc1ccc(SCCN2CC[C@@H](NC(=O)OCc3ccccc3)CCC2=O)cc1	20.6	29.9	0.5	-4.3	-2.9	10.8	26.1	-5.1
COC(=O)c1cc(-c2ccc(Br)cc2)n[nH]1	11.0	14.3	6.8	7.2	7.2	-5.5	-3.1	-10.6

Seven compounds already listed, sorted by the number in Jurkat NFkB inh, falling:
| smiles | Jurkat NFkB inh |
| --- | --- |
| O=C(CSc1nnc(-c2cc3ccccc3cc2O)n1Cc1ccco1)c1ccc(F)cc1 | 15.5 |
| CCOc1ccc(Br)cc1S(=O)(=O)Nc1cccc(S(=O)(=O)N(C)c2ccccc2)c1 | 5.4 |
| Cn1c(N)c(C(=O)CSc2nn(-c3ccccc3)c(=S)s2)c(=O)n(C)c1=O | 4.7 |
| COc1cc(/C=N/N=C(\N)c2nonc2N)cc(OC)c1O | -4.6 |
| Cc1cc2c(C)nc(Cc3ccccc3)nc2o1 | -8.5 |
| O=C(c1cc(F)ccc1F)C1CCCN(C(=O)CSc2ccccn2)C1 (centres undefined) | -11.9 |
| O=C(Cc1ccc(F)cc1)Nc1ccc(S(=O)(=O)N2CCCC2)cc1 | -17.9 |

More structures.
SMILES	tim10-1 inh	tim23-1 inh	CHOP UPR activ	697 NFkB inh	XBP1 UPR activ	TIM10 inh	Mdm2-MdmX inh	Jurkat NFkB inh
O=C(c1cc2c(s1)CCCC2)N1CCN(CCO)CC1	4.4	7.0	2.2	-28.9	0.9	-1.7	-8.1	-25.7
CCN(CC)CCN1C(=O)C(O)=C(C(C)=O)C1c1ccc(OC)c(OC)c1 (centres undefined)	-10.2	-5.2	-0.4	-8.7	-0.7	-9.0	16.5	5.2
COc1ccc(-c2sc3ccc(N4CCOCC4)cc3c2C#CCO)cc1	-5.6	43.2	0.5	-33.9	3.2	6.9	35.1	28.2
O=C(NCCCc1ccccc1)c1ccccc1	19.5	9.4	5.5	-84.4	2.6	7.0	-85.5	-54.2
Cc1cccc(C(=O)OCc2cnc(Cl)s2)c1	-17.6	0.6	0.3	25.0	-5.5	5.5	-6.6	6.9
O=C(COC(=O)c1cc(S(=O)(=O)N2CCOCC2)ccc1Cl)NCc1ccc2c(c1)OCO2	3.8	12.3	-1.0	-2.1	-1.9	-0.4	0.6	9.6
CC12CCC3C(CCC4N(CCO)CCC34C)C1CCC2O (centres undefined)	19.5	15.0	-0.2	0.9	7.8	3.4	0.7	-3.9
COCCNC(=O)CN(C(=O)CCC(=O)Nc1cc(C)on1)c1ccc(C)cc1C	8.7	12.1	-2.6	1.4	-1.5	5.1	-6.2	-9.4
CNC(=O)COC(=O)c1cccc(S(=O)(=O)N2CCN(c3ccc(F)cc3)CC2)c1	11.9	-5.6	2.7	12.2	-0.5	-13.3	4.1	10.3
O=C(Nc1ccncc1)C1CCN(S(=O)(=O)c2ccccc2)CC1	12.9	1.5	-1.1	4.0	-2.9	14.3	0.9	1.2
O=C(NCc1ccccc1)C12CC3CC(CC(C3)C1)C2	24.3	31.3	-2.6	2.8	-0.3	11.7	0.8	-4.8
COc1ccc(OC)c(CN(CCN2CCOCC2)C(=O)Nc2ccccc2)c1	12.4	16.8	0.2	11.9	-0.5	4.7	3.7	0.1
Cc1cc(C)cc(NC(=O)Nc2cnccn2)c1	3.3	5.1	1.1	4.9	-3.6	1.3	7.6	4.1
C=CCNC(=O)C1CCN(S(C)(=O)=O)CC1	19.4	6.8	-1.0	6.0	-4.2	-14.5	8.2	2.6
O=S1(=O)CCOC[C@H](Cc2ccccc2)N1Cc1ccccc1F	16.3	15.3	-1.2	9.9	-1.4	-4.2	-17.4	8.3
CCc1ccc2[nH]c(=O)c(CN(CCN(C)C)C(=S)NCc3ccco3)cc2c1	0.1	6.7	1.4	3.5	-4.2	10.7	1.9	17.9
COc1cc(-c2ccc3oc(-c4ccsc4)cc3c2)cc(OC)c1OC	17.0	14.8	6.2	-0.4	61.2*	2.0	-6.3	-20.4
CC(=O)C1=C(C)NC(SCC(=O)c2ccc(Cl)cc2)=C(C#N)C1CC(C)C (centres undefined)	26.6	16.3	-1.5	-24.4	-1.1	6.4	9.1	-6.9
O=c1cnnc(N/N=C/c2ccc3c(c2)OCO3)[nH]1	8.1	-9.2	3.0	19.3	-1.8	-11.9	0.5	-6.5
N#C/C(=N\Nc1ccc(Cl)c(Cl)c1)C(=O)C1CC1	15.9	27.6	4.1	-156.4	3.1	18.4	58.4*	-25.7
CC(Sc1ncnc2sc(-c3ccccc3)cc12)C(N)=O (centres undefined)	13.8	28.0	4.9	-17.2	0.3	8.4	20.3	-10.8
Cc1nc2sc(C(c3ccco3)N3CCN(c4ccccc4F)CC3)c(O)n2n1 (centres undefined)	-7.0	-2.4	2.0	18.1	-4.5	0.6	9.0	-5.2

Single values from the entries so far:
Cc1nc2sc(C(c3ccco3)N3CCN(c4ccccc4F)CC3)c(O)n2n1 (centres undefined) in 697 NFkB inh reads 18.1
O=C(NCc1ccccc1)C12CC3CC(CC(C3)C1)C2 in Jurkat NFkB inh reads -4.8

Just 697 NFkB inh, tim23-1 inh and CHOP UPR activ (2 entries from above):
| canonical_smiles | 697 NFkB inh | tim23-1 inh | CHOP UPR activ |
| --- | --- | --- | --- |
| O=c1cnnc(N/N=C/c2ccc3c(c2)OCO3)[nH]1 | 19.3 | -9.2 | 3.0 |
| O=S1(=O)CCOC[C@H](Cc2ccccc2)N1Cc1ccccc1F | 9.9 | 15.3 | -1.2 |
